Source: PubChem BioAssay (University of Kansas High Throughput Screening Laboratory)
mHTT-CaM PPI inh = mHTT-calmodulin interaction abrogation | AlphaScreen His-mHTT/GST-CaM binding, luminescence | inhibition, % at 15 µM | hit rate 3.6% among 190,000 | AID 1671202;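 note: 0% = both proteins with DMSO and 100% = one protein alone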
Pf apPOL block = Pf-apPOL DNA polymerase inhibition; Recombinant Pf-apPOL, molecular beacon fluorescence, 1.5 h; hit rate 0.25% among 210,000; inhibition, % at 10 µM
* hit, by the source's call; i = inactive; nt = no result given; & = joins results of further samples. Cut-off read from the data, not from the text of the source: active = inhibition above about 50%; inactive = the rest.

SMILES	mHTT-CaM PPI inh	Pf apPOL block
COc1ccc(C(=S)NN)cc1	58*	nt
CC(=O)N1CCc2c(c(-c3nc(Cc4ccccc4)no3)nn2C)C1	0	3
CC(C)[C@@H](CO[Si](C)(C)C(C)(C)C)N1C[C@@H](N2CCCC2)CS1(=O)=O	40	-3
O=C(NCCC1CCN(C(=O)NC2CCCCC2)CC1)c1ccc(Br)o1	-6	-1
O=C(O)c1ccc(S(=O)(=O)N2CCCC2)cc1	-9	-10
COc1cc(F)c(Br)cc1F	-1	nt
O=C(Nc1csc2ccccc12)N1CCSCC1	nt	-6
Clc1cccc(-c2nnc3n2N=C(c2ccccc2)CS3)c1	1	1
CC(C)c1cc(C2CCCN2C(=O)CCc2ccccc2)no1 (stereo unspecified)	4	-1
CC1CN2C=NC(N3CCN(C(=O)Nc4ccccc4C(F)(F)F)CC3)=CC2=N1 (stereo unspecified)	3	3
Cc1ccnc(Nc2nc(-c3ccc(O)c(O)c3)cs2)c1	92*	0
O=C(CN1CCN(CCOCCO)CC1)Nc1ccc(OC(F)(F)Cl)cc1	4	-6
COc1cccc(-n2ccnc(NC(=O)c3cccc(F)c3)c2=O)c1	6	-2
CC(=O)CC12CC3CC(CC(C3)C1)C2	-4	nt
NC(=O)c1cc(-c2ccccc2C(F)(F)F)no1	-3	2
COc1ccc(S(=O)(=O)N2Cc3ccccc3CC2C(=O)N2CCOCC2)cc1 (stereo unspecified)	-4	0
Cc1nc(C2CCN(C(=O)Cc3c(F)cccc3Cl)CC2)n[nH]1	-2	6
O=C(CN1C(=O)/C(=C/c2ccc(Cl)cc2)Sc2ccccc21)NCCN1CCOCC1	25	3
COc1ccc(-c2nc3s/c(=C\c4ccc(-c5ccccc5[N+](=O)[O-])o4)c(=O)n3n2)cc1	13	-9
CN(C)CCCNC(=O)c1ccc(-c2cc(O)c3ncccc3c2)cc1	nt	-18
CCNC(=O)c1c(NC(=O)c2ccccc2Br)sc2c1CCCC2	-20	-1
CC(=O)c1ccc2c(c1)Cc1cc(C(C)=O)ccc1-2	-10	-6
N#Cc1c(SCC(N)=O)nsc1SCc1ccc(Cl)cc1	9	1
CCCCC(=O)Nc1ccc(F)cc1F	-6	-1
Cc1sc2nc(SC(C)C)nc(N)c2c1C	-2	3
CCCC1c2cccn2CCN1C(=O)Nc1cccc(OC)c1 (stereo unspecified)	3	1
COc1ccc(-c2ncc(-c3ccccc3)o2)cc1	-12	-8
O=[N+]([O-])c1ccc(N2CCN(CC3CC4C=CC3C4)CC2)cc1 (stereo unspecified)	19	2
CCNc1cc(N2CCC(CCC(=O)N(CC)CC)CC2)ncn1	-3	2
COc1ccc(Cc2nc(-c3ccc(Cl)cc3)no2)cc1OC	-19	-2
Cn1cccc1/C=N/NC(=O)Cn1cnc2c1c(=O)n(C)c(=O)n2C	i	nt
CC(=O)NCc1cnn(-c2ccc(C(=O)Nc3cccc(C)c3)cc2)c1	18	0
COc1ccc(Cl)cc1NC(=O)C(=O)NCCCN1CCOC(c2ccccc2)C1 (stereo unspecified)	3	0
CC1CCN(S(=O)(=O)c2ccc3[nH]cc(C(=O)NCc4ccccn4)c(=O)c3c2)CC1	13	-1
CCOC(=O)Cn1cnc2c(-c3cccc(Cl)c3)csc2c1=O	-16	0
O=c1c(N2CCCCC2)nsnc1N1CCCC1	-7	-3
COc1ccc(NC(=O)c2cccnc2)cc1	-2	-8
Cc1ccc(NC(=O)Cn2[nH]c3c(cnc4ccc(F)cc43)c2=O)cc1	7	1
CCC(=O)Nc1nc2c(c3c1c(=O)oc1ccccc13)CC(C)CC2 (stereo unspecified)	-2	-4
Cc1cc(C)n(-c2cc(N3CCCC3)ccc2[N+](=O)[O-])n1	4	5
CCOc1ccccc1NC(=O)c1cncc(Br)c1	-7	-4
COc1ccc(-c2coc3c(C)c4oc(=O)c5ccccc5c4cc23)cc1F	2	-2
COc1cccc(NC(=O)c2ccc3snnc3c2)c1	2	-6
CC1CCN(C(=O)CSc2ncnc3sc4c(c23)CCCC4)CC1	0	0
COc1ccc(-c2nnc(NC(=O)c3ccc(S(=O)(=O)N(C)C)cc3)o2)cc1	30	-1
CCCCCCC=NNc1ccc([N+](=O)[O-])cc1[N+](=O)[O-]	nt	-14
O=C(c1cc(Nc2ccccc2)c2ccccc2n1)N1CCSCC1	-1	-6
Cc1ccc2c(C)nc(NC3=NC(C(=O)Nc4ccc(Br)cc4)CC(=O)N3)nc2c1 (stereo unspecified)	7&4	-1&-9

Whole records as entered above. Screens in order: mHTT-CaM PPI inh	Pf apPOL block
COc1ccc(NC(=O)c2cccnc2)cc1 in the list: -2	-8
Cc1ccc(NC(=O)Cn2[nH]c3c(cnc4ccc(F)cc43)c2=O)cc1 in the list: 7	1

Additional entries.
SMILES	mHTT-CaM PPI inh	Pf apPOL block
O=c1c2c(-c3cccs3)cc(C(F)(F)F)nc2[nH]n1-c1ccccc1	6	-1
O=C(O)C=CC(=O)Nc1cccc(NC(=O)c2ccccc2O)c1	nt	-6
O=C(NCCCc1ccccc1)C1CCc2nc(N3CCCC3)ncc2C1 (stereo unspecified)	5	-14
COCCCNC(=O)c1cc(Sc2ccc(F)cc2)nc2ccccc12	3	1
Cc1ccc(NS(=O)(=O)c2ccc(C(C)(C)C)cc2)cn1	-7	-7
Cc1noc(-c2nn(C)c3c2CN(C(=O)c2ccco2)CC3)n1	-5	1
O=C(Cn1cnc2ccccc2c1=O)NCCO	-6	-3
CCCC(=O)N1CCN(C2c3ccccc3-c3ccccc32)CC1	31	-3
CCOc1ccc(NC(=O)NCCC2CCN(C(=O)Nc3cccc(Cl)c3)CC2)cc1	20	-1
COc1ccc(S(=O)(=O)n2cnc3cc([N+](=O)[O-])ccc32)cc1	2	0
O=C(CSc1ccccc1)N1CCCc2ccccc21	10	-13
COc1ccc(S(=O)(=O)Nc2ccc(C(C)C)cc2)cc1OC	-6	2
CN(CC(=O)N1CCCC1)Cc1ccn(C)c(=O)c1	-12	0
COCCn1c(C2CCN(C(=O)c3ccccn3)C2)nc2cccnc21 (stereo unspecified)	-2	-7
O=C(c1ccccc1)N1CCN(Cc2ccncc2)CC1	-2	1
N#CC1C(=O)NC(=O)C([n+]2ccccc2)C1c1ccccc1 (stereo unspecified)	1	-6
Cc1cc(C)c(OCC(=O)Nc2ccc3c(c2)OCO3)cc1C	3	-1
O=C(Nc1ccc(Cl)cc1)c1cccc(Cn2cc(C(F)(F)F)ccc2=O)c1	nt	5
Cc1nc2c(C(=O)NC3CC3)cnn2c(C)c1Cc1cccc(Cl)c1	97*	-8
COc1ccc(CCNC(=O)c2nn(-c3ccccc3OC)c(=O)c3ccccc23)cc1OC	7	-9
COc1ccc(C2=CC(c3cc(OC)c(OC)c(OC)c3)n3ncnc3N2)cc1 (stereo unspecified)	11	-2
O=C(CCSc1ccccc1)Nc1ccc2c(c1)CN(C(=O)c1cccs1)CC2	1	1
CCN(CC)C(=O)COc1ccc2c3c(c(=O)oc2c1)CCC3	1	-2
CC(=O)Nc1ccc(-c2noc(C3CCCN(C(=O)Cc4ccccc4C)C3)n2)cc1 (stereo unspecified)	9	-2
Cc1ccc(C(=O)N2CCc3[nH]nc(C(=O)NCC4CCCCC4)c3C2)cc1C	2	1
COc1cccc(CNC2CCN(c3ccc(C(=O)NC4CC4)cn3)C2)c1OC (stereo unspecified)	2	-2
O=C(NCCCc1ccccc1)Nc1ccccc1NC(=O)c1ccco1	-6	-5
Cc1ccc(C(=O)Nc2ccc(I)cc2)o1	4	-10
CC(C)N1CCN(C(=O)C2CCN(c3nc4ccc(-c5ccccc5)nc4s3)CC2)CC1	30	-8
COc1ccc(NC(=O)c2cnccn2)c(OC)c1	4	2
OC(COc1ccc(Br)cc1)CN1CCN(Cc2ccccc2)CC1 (stereo unspecified)	7	-6
COCCN=C1Nc2ccccc2NC12CCCN(C(=O)c1ccncc1)C2 (stereo unspecified)	-2	-3
Cc1ccc(-c2cc3n(n2)CCCN(C(=O)C2CCOC2)C3)cc1 (stereo unspecified)	-2	-2
CCCCN(CC)CCNC(=O)C1c2cc(OC)c(OC)cc2C(=O)N(C)C1c1cccs1 (stereo unspecified)	-12	-7
CCn1cnc2c1c(=O)n(Cc1ccccc1F)c(=O)n2-c1ccc(F)cc1	4	-2
Cn1c(N2CCCC(C(=O)N3CCOCC3)C2)cc(=O)n(C)c1=O (stereo unspecified)	-12	-1

5 compounds already listed, arranged by length of the SMILES, lowest first.
SMILES	mHTT-CaM PPI inh	Pf apPOL block
Cc1ccc(C(=O)Nc2ccc(I)cc2)o1	4	-10
COc1ccc(NC(=O)c2cnccn2)c(OC)c1	4	2
OC(COc1ccc(Br)cc1)CN1CCN(Cc2ccccc2)CC1 (stereo unspecified)	7	-6
O=C(NCCCc1ccccc1)Nc1ccccc1NC(=O)c1ccco1	-6	-5
Cc1ccc(C(=O)N2CCc3[nH]nc(C(=O)NCC4CCCCC4)c3C2)cc1C	2	1

(next part)
SMILES	mHTT-CaM PPI inh	Pf apPOL block
COc1cc(C2C(C(=O)Nc3ccccn3)=C(C)NC3=C2C(=O)CCC3)cc(OC)c1OC (stereo unspecified)	2	-8
N#Cc1ccc(C(=O)N2CCC(c3nc(CCNC(=O)C4CC4)cs3)CC2)cc1	15	0
O=c1[nH]cc([N+](=O)[O-])c(=O)[nH]1	nt	0
Cc1onc(C(=O)N(C)C)c1-c1ccnc(=S)[nH]1	nt	15
O=C(NCc1ccccn1)c1cnn2c(-c3ccc(F)cc3)ccnc12	-9	-2
CC(C)c1cc(C2CCCN2C(=O)c2cc(-c3ccccc3)on2)no1 (stereo unspecified)	-6	-7
Cc1ccc2oc(-c3ccc(C)c(NC(=O)Cc4ccccc4)c3)nc2c1	2	-1
CCCC(=O)N1CCc2c(c(-c3nc(C4CC4)no3)nn2C)C1	0	-4
COc1ccc(NC(=O)C(=O)NCCN2CCN(C(=O)c3cccc([N+](=O)[O-])c3)CC2)cc1	-2	2
COc1ccc2nc(C(=O)NC(C)c3ccccc3)cn2n1 (stereo unspecified)	-2	-2
Cc1[nH]nc2c1C(c1c(C)c([N+](=O)[O-])c(C)c([N+](=O)[O-])c1C)C(C#N)=C(N)O2 (stereo unspecified)	9	-4
O=C(c1cc2sc(Br)cc2n1Cc1ccccc1)N1CCOCC1	8	4
Brc1ccc(Sc2ccc(Br)cc2)cc1	-14	nt
CCNc1nc(-c2cccs2)nc2ccccc12	-29	-7
CC(C)CC(=O)N1CCN(c2ccc([N+](=O)[O-])cc2Cl)CC1	7	3
Cc1cccc2oc(-c3cccc(N=Cc4cc(C(=O)O)ccc4O)c3)nc12	-4	-6
CC1CC(C)CN(C(=O)CSc2ccccc2)C1 (stereo unspecified)	-8	-6
O=C(Cc1c(F)cccc1Cl)Nc1ccc(-c2nnc3n2CCCCC3)cc1	7	-2
Cc1ccc(C)c(N2CCN(C(=O)c3cn4ccccc4n3)CC2)c1	-2	2
S=c1oc(-c2ccco2)nn1CN1CCOCC1	-9	nt
COc1ccc(C2=N/C(=C\c3cccc([N+](=O)[O-])c3)C(=O)O2)c(Cl)c1	-1	2
CCN1CCCn2nc(C3CCN(C(=O)Cc4cccc(C)c4)CC3)cc2C1=O	4	4
O=C(NCc1ccccc1Cl)C1CCc2nc(N3CCOCC3)ncc2C1 (stereo unspecified)	17	-5
COc1ccc(C(=O)c2c(NC(C)=O)c(C#N)c(C)n2-c2ccccc2)cc1	5	-8
CC1CCC(N2CC(=O)N(CCN3CCOCC3)C(c3cccs3)C2=O)CC1 (stereo unspecified)	-6	-6
COCCN1C(=O)CCC2(CNC(=O)c3ccc(C#N)cc3)CCCC12 (stereo unspecified)	-13	-6
CSc1ccccc1CN1CCC(CNC(=O)C(=O)Nc2cccc(Cl)c2C)CC1	-1	-2
O=C1OC(/C=C/c2ccc(Cl)cc2Cl)=NC/1=C\c1ccco1	15	-4
COc1cc([N+](=O)[O-])ccc1NC(=O)COc1cc(C)ccc1C	4	-12
COc1c(Br)cc(/C=C2/SC(=O)NC2=O)cc1Br	4	-21
O=C(CCS(=O)(=O)c1ccc(Br)s1)Nc1ccccc1Br	-5	-6
Cc1ncc2c(n1)CCN(S(=O)(=O)c1ccc(Cl)cc1)C2	-4	2
CN(C1=NC(=O)/C(=C\c2ccc(F)cc2)S1)c1ccc(O)cc1	34	7
O=C(Nc1cccc2nsnc12)C1CCCN(c2cc(-n3cccn3)ncn2)C1 (stereo unspecified)	-2	-12
C=C(C)C(=O)OCC1CCC[N+]2(C)CCCCC12 (stereo unspecified)	nt	-14
CCc1cccc(N=c2oc3c(C)ncc(CO)c3cc2C(=O)Nc2ccccc2)c1	-1	2
COc1c2ccoc2nc2c(OC)c(OC3OC(CO)C(O)C(O)C3O)ccc12 (stereo unspecified)	nt	-17
CCOc1ccccc1N1CCN(CC2CC3C=CC2C3)CC1 (stereo unspecified)	4	1
COc1ccc(N(CC(=O)Nc2ccc(Br)c(C)c2)S(C)(=O)=O)c(OC)c1	54*	0
O=S(=O)(Nc1ccc(S(=O)(=O)N2CCOCC2)cc1)c1cccs1	7	-6
O=C1c2ccccc2C(=O)N1Cc1ccc(C2Nc3ccccc3-c3cccn32)o1 (stereo unspecified)	nt	4
CC(=O)NCCc1csc(C2CCN(C(=O)Nc3ccccc3Cl)CC2)n1	13	-3
COc1ccc(CNC(=O)C2CCCN(c3ccncc3)C2)cc1OC (stereo unspecified)	-5	-5

Given in markdown: part of the list above.
| compound | mHTT-CaM PPI inh | Pf apPOL block |
| --- | --- | --- |
| O=c1c(N2CCCCC2)nsnc1N1CCCC1 | -7 | -3 |
| COc1ccc(NC(=O)c2cccnc2)cc1 | -2 | -8 |
| Cc1ccc(NC(=O)Cn2[nH]c3c(cnc4ccc(F)cc43)c2=O)cc1 | 7 | 1 |
| CCC(=O)Nc1nc2c(c3c1c(=O)oc1ccccc13)CC(C)CC2 (stereo unspecified) | -2 | -4 |
